Bioassay records from PubChem.
BRCA1 expr up – activators of BRCA1 expression. AID 624202. Potency, µM (highest dose often 46.1 µM), for inactives: at the top dose activation, hits mostly activators. MCF7-BRCA1-FFLuc reporter, luminescence, 48 h; response scale: scaled: vehicle 0%, 10 µM genistein 100%. hit rate 1.1% among 380,000; also: potency is read from the fitted curve at half-maximal effect; nearly all actives have a fitted effect of over 80% in size; some results filed as inactive show a strong effect at the top dose
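48 h compound treatment of MCF7-BRCA1-FFLuc cells (phenol-red free MEM, 37 °C), then 15 min with luciferase substrate and luminescence imaging.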
Menin MLL FP TR – menin-MLL binding inhibition, Texas Red mutant peptide. O00255. Menin + Texas Red MLL mutant peptide, fluorescence polarization. Potency, µM (highest dose often 61.6 µM), for inactives: at the top dose FP activity change, negative = inhibition, usual class: inhibitors. hit rate 0.23% among 270,000; active = well fitted inhibition curve with a large enough effect in the polarisation, with a control signal flat, not every such curve was filed as active; inconclusive = small, poorly fitted or top-dose-only effect, or effect the other way, or a change in a side signal; inactive = no such curve, though single readings can be large or run the other way; the % refers to the polarisation; also: potency is read from the fitted curve at half-maximal effect; % of control where 0% means no effect; many of its hits are not listed in these tables
p53 reactivator – mutant p53 re-activation in reporter cells | H1299 p53-A138V BP100-luciferase reporter, luminescence, 24 h | Potency, µM (top dose mostly 92.2 µM), for the others: at the highest dose activity change, positive = activation, actives largely listed as activators | hit rate 0.063% among 320,000; also: potency is read from the fitted curve at half-maximal effect; % of control where 0% means no effect; nearly all actives have a fitted effect of over 45% in size
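H1299 (p53-null), stable ts p53-A138V + BP100-Luc; 1000 cells/well, Opti-MEM/10% FBS; cpd 4 pt, 1:5; 24 h, 37 deg C, 5% CO2; detection reagent 10 min RT; luminescence.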
FLuc modulator – inhibits or activates purified firefly luciferase, miR-21 counter-screen | Potency, µM (top dose mostly 57.5 µM), without a hit: top-dose activity change, negative = inhibition, actives largely listed as inhibitors | purified FLuc, Km substrates, luminescence inhibition | P08659 | hit rate 6.9% among 360,000;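 also: potency is read from the fitted curve at half-maximal effect; plate controls were vehicle for no effect and reference inhibitor for full effect; nearly all actives have a fitted effect of over 55% in size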
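Purified P. pyralis luciferase (10nM final) with 10uM D-luciferin and 10uM ATP (Km levels) in 50mM Tris acetate pH 7.5, 10mM Mg acetate, 0.01% Tween-20, 0.05% BSA; qHTS 6-point titration, ~60 µM downward; luminescence read.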
PKM2 activator – activators of human pyruvate kinase M2. Potency, µM (titrated, usually from 57.5 µM), for the others: top-dose activation, actives largely listed as activators. purified PKM2, Kinase-Glo ATP luminescence, activation; response scale: 0% is enzyme alone, no compound. hit rate 0.34% among 260,000; also: potency is read from the fitted curve at half-maximal effect; % is scaled to controls: 0 for no effect and ±100 for the full control effect; nearly all actives have a fitted effect of over 55% in size
Target sequence (P14618 whole entry, looked up): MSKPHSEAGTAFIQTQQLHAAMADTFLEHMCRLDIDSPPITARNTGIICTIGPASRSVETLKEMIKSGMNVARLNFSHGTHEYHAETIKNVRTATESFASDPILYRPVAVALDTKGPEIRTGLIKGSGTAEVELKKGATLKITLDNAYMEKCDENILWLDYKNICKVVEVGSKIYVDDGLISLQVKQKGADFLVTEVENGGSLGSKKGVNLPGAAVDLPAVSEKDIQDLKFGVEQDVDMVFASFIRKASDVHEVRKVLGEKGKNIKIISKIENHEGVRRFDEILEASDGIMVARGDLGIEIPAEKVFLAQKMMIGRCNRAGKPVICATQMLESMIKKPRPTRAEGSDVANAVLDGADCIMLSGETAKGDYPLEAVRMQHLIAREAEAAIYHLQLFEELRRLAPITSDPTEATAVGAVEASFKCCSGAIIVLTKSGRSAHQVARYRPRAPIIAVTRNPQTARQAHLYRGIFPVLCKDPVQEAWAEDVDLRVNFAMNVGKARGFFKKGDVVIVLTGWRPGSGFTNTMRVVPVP
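Purified hPK-M2 (>95%) run at intermediate activity with 0.1 mM ADP and 0.5 mM PEP in 50 mM imidazole pH 7.2, KCl, MgCl2; 1 h room temperature. ATP formed read by Kinase-Glo luminescence; normalized to uninhibited and no-enzyme controls.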
ELG1 genotox – inducers of genotoxicity in HEK293T ELG1-luciferase cells; HEK293T ELG1-luciferase reporter, luminescence, 16 h; Potency, µM (doses to about 46 µM), for inactives: at the highest dose activity change, positive = activation, most hits filed as activators; hit rate 1.3% among 330,000; AID 504466; also: potency is read from the fitted curve at half-maximal effect; % of control where 0% means no effect; nearly all actives have a fitted effect of over 60% in size
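Cells (2,000/well) expressing the ELG1-luciferase fusion are dosed by pin tool and kept 16 hr at 37 °C, 5% CO2. Signal comes from ONE-Glo luciferase reagent after 30 min at room temperature.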
RORgamma inh – blocks mouse ROR gamma transcriptional activity; hit rate 5.4% among 310,000; Drosophila S2 Gal4-RORgamma UAS-luciferase reporter, 20 h; P51450; Potency, µM (highest dose often 53.6 µM), for inactives: at the highest dose activity change, negative = inhibition, usual class: inhibitors; AID 2551; also: potency is read from the fitted curve at half-maximal effect; % is scaled to controls: 0 for no effect and ±100 for the full control effect; nearly all actives have a fitted effect of over 60% in size
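Stably transfected Drosophila Schneider cells are the test system, with ROR gamma fused to Gal4 and luciferase under UAS control; luminescence is read after 20 hr of 700 uM copper sulfate induction at ambient temperature.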
Rab9 prom act – activators of Rab9 promoter | AID 485297 | Potency, µM (titrated, usually from 9.22 µM), without a hit: at the top dose activation, negative = inhibition, actives largely listed as activators | Huh7 Rab9 promoter-luciferase reporter, luminescence, 24 h | hit rate 2.8% among 320,000; also: potency is read from the fitted curve at half-maximal effect; % of control where 0% means no effect; nearly all actives have a fitted effect of over 60% in size
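Stable Rab9-luc Huh7, 1500 cells/well, 2 h settle; cmpd in DMSO, 24 h, 37 °C/5% CO2; luciferase reagent 10 min RT; luminescence.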
Giardia kill – Giardia lamblia killing | activity change, % at 7.66 µM, hits read low | AID 540267 | Giardia lamblia trophozoite viability | hit rate 0.15% among 340,000; in the data active = activity change below about -80%; inconclusive = between about -30% and that limit;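 also: parasites exposed to compound for two days anaerobically before the ATP read; % is scaled to controls: 0 for no effect and ±100 for the full control effect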
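Each well holds 100 Giardia trophozoites and compound. After two days (48 hrs) at 37 deg C in anaerobic conditions, ATP is quantified by luminescence.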
Gal4-VP16 FLuc – Gal4-VP16 reporter inhibition counter-screen | hit rate 3.5% among 310,000 | Drosophila S2 Gal4-VP16 UAS-luciferase, luminescence, 20 h | Potency, µM (highest dose often 53.6 µM), without a hit: top-dose activity, negative = inhibition, usual class: inhibitors;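 also: Gal4-VP16 expression switched on by copper sulfate through the metallothionein promoter; potency is read from the fitted curve at half-maximal effect; % is scaled to controls: 0 for no effect and ±100 for the full control effect; nearly all actives have a fitted effect of over 50% in size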
NPC1 prom act – NPC1 promoter activation; hit rate 2.4% among 320,000; AID 485313; Huh7 NPC1 promoter luciferase reporter, 24 h; Potency, µM (highest dose often 9.22 µM), without a hit: top-dose activation, actives largely listed as activators;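 also: potency is read from the fitted curve at half-maximal effect; % of control where 0% means no effect; nearly all actives have a fitted effect of over 60% in size; reporter is driven by a mutant NPC1 promoter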
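Huh7 cells stably carrying NPC1 promoter–luciferase, plated in Opti-MEM with 10% FBS for 2 h, were exposed to compound in DMSO for 24 h at 37 °C; luciferase reagent was added for 10 min and luminescence read.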
* = called active by the depositor; u = inconclusive; x = no result given; [ ] = dose if it differs, or a comment. Unless noted, calls follow the shape of the dose curve; as a rule, active = well fitted curve in the direction sought with a large enough effect; inconclusive = small, poorly fitted or top-dose-only effect, or another doubt; inactive = no such curve, though single readings can be large; an effect the other way counts as inactive or inconclusive. Not all compounds are listed, so the mix of outcomes need not match the whole.

SMILES | BRCA1 expr up | Menin MLL FP TR | p53 reactivator | FLuc modulator | PKM2 activator | ELG1 genotox | RORgamma inh | Rab9 prom act | Giardia kill | Gal4-VP16 FLuc | NPC1 prom act
Cc1cc(/C=C2\C(=O)NC(=O)N(c3cccc(Br)c3)C2=O)c(C)n1C | -35% | -16% | -6% | 3% | -5% | 10% | -6% | 1% | -18 | -5% | 0%
O=C(O)CCn1cc(C=C2C(=O)NC(=S)NC2=O)c(-c2ccccc2)n1 | x | 28% | -3% | 24µM* | 28% | 2% | -3% | 5% | 4 | -15% | 3%
CC(=O)C1C2c3ccccc3O[C@@]1(C)N=c1s/c(=C/c3ccoc3)c(=O)n12 (stereo partly drawn) | -9% | 2% | -20% | -1% | 13% | -4% | -29% | -6% | 5 | u | -3%
O=C(O)C(Cc1cnc[nH]1)NS(=O)(=O)c1ccc(Cl)cc1 (stereo not drawn) | -22% | 3% | 5% | 0% | -5% | 1% | -25%[10 µM] | -4% | -19 | -7% | -4%
COC(=O)C1=C(c2ccc(F)cc2OCc2ccccc2)C[C@@H]2CC[C@H]1N2C(=O)NC1CC1 | -13% | x | -6% | -9% | x | -3% | x | -3% | -10 | x | -5%
CN1C(=O)C(=Cc2ccc(N3CCOCC3)o2)C(=O)N(C)C1=S | -13% | -3% | 3% | u | 0% | u | -7% | 3% | -4 | 0% | 1%
CCC(=NCc1ccco1)c1c(O)n(-c2ccc(C)cc2)c(=O)[nH]c1=O | -1% | -14% | -12% | 5% | -5% | -2% | 13% | -9% | 8 | -5% | -5%
CC(=O)CCC(C)=O | -1% | x | 3% | 8% | x | 0% | 0% | -9% | 15 | 1% | 1%
O=C(O)COc1ccc(Br)cc1C(c1c(C(=O)O)[nH]c2ccccc12)c1c(C(=O)O)[nH]c2ccccc12 | 0% | u | 8% | -8% | -13% | -2% | -12%[1.91 µM] | 1% | 8 | 0% | 0%
COc1ccccc1N=Nc1ccc(N)c(C)c1 | 2% | u | -3% | 15µM* | x | u | 23% | 11%[1.84 µM] | -28 | 22% | 26%
Clc1ccc(C(Cl)(Cl)Cl)c(Cl)c1 | 6% | x | 9% | 1% | x | -1% | -2% | 2% | 1 | -1% | 0%
Cc1c(C)c2ccc(OCC(=O)N3CCC(C(=O)O)(c4ccccc4)CC3)c(C)c2oc1=O | 5% | -16% | 6% | u | 5% | -1% | -13% | 0% | -14 | -4% | -1%
COc1ccc(-n2c(O)c(/C(C)=N/Nc3ccccc3)c(=O)[nH]c2=O)cc1 | -21% | x | -4% | 2% | -5% | 5% | 26% | -2% | 15 | -3% | -3%
O=C(O)C1C2CCC(O2)C1C(=O)Nc1ccc(F)c(F)c1 (stereo not drawn) | 9% | 6% | u | 2% | -1% | 9% | 0% | 7% | -4 | 3% | -2%
COc1cccc(Oc2coc3cc(OC(=O)N(C)C)ccc3c2=O)c1 | 18% | 12% | -4% | -20% | x | -6% | 40% | -3% | 21 | -9% | -2%
CC(C)COc1ccc(Cc2c(O)[nH]c(=S)[nH]c2=O)cc1 | x | 2% | u | -9% | 2% | -1% | 4% | 1% | -5 | -2% | 1%
CCC(=Nc1ccccc1N)c1c(O)[nH]c(=O)[nH]c1=O | -3% | 0% | u | u | x | u | -5% | 0% | 4 | 7% | -1%
CCCC(C)C1C(C#N)=C(N)Oc2c1c(=O)oc1ccccc21 (stereo not drawn) | -25% | 23% | 3% | 1% | 3% | -4% | u | 1% | -23 | 4% | 0%
COc1cccc(CN2CCCC(C(=O)c3ccccc3SC)C2)c1O (stereo not drawn) | -5% | x | -3% | -3% | -4% | -8% | 16% | -14% | -18 | 0% | -12%
CCc1ccc(-n2c(O)c(/C=N/NC(=O)c3ccncc3)c(=O)[nH]c2=O)cc1 | 4% | u | 14% | -4% | -5% | -1% | -26% | -1% | -7 | -5% | 1%
CCN(CC)C(=O)c1ccc(NC(=O)COC(=O)c2ccc(Cl)s2)cc1 | 1% | x | 0% | -4% | x | 2% | x | 2% | 11 | x | -1%
Nn1c(CSc2nc3ccccc3o2)nnc1CSc1nc2ccccc2o1 | -43% | -15% | -14% | 0% | u | -5% | -39% | -1% | 21 | 8% | -2%
CCCNC(=O)N1[C@H]2CC[C@@H]1C(C(=O)OC)=C(c1cccc(Cl)c1)C2 | -3% | x | -4% | -1% | x | -1% | x | -3% | 23 | x | -3%
CN(C)C(=O)Oc1ccc2c(c1)O/C(=C\c1cccc([N+](=O)[O-])c1)C2=O | 2% | 35%[activator] | 5% | 0% | x | 1% | -10% | -4% | -12 | -22% | 1%
O=C(c1ccc2c(c1)OCO2)C1CCCN(Cc2ccc(F)c(F)c2)C1 (stereo not drawn) | -24% | x | -3% | 0% | 0% | 0% | 1% | 1% | -3 | -4% | -2%
COC1=CC(=O)OC(/C=C/c2ccccc2)C1 (stereo not drawn) | 24% | -5% | 17% | -2% | -8% | 13% | -19% | 22% | 1 | 0% | 18%
CC(C)N1CCC2(CC1)NC(CO)(CO)CO2 | 1% | 1% | -20% | 12% | 1% | 2% | 12% | 3% | -17 | -15% | -5%
COc1cc2c(cc1O)C[C@H]1NCCc3cc4c(c-2c31)OCO4 | 0% | 12% | -1% | 2% | 20% | 1% | 10µM* | -5% | 3 | u | -1%
CN(C)CCN=Cc1c(O)n(C2CCCCCC2)c(=O)[nH]c1=O | -16% | 5% | -2% | 1% | -1% | -1% | -8% | -4% | 3 | -3% | -1%
Cc1ccccc1-n1c(O)c(C=Nc2ccc3c(c2)OCO3)c(=O)[nH]c1=O | -1% | -14% | 5% | -12% | 7% | 2% | -2% | 10% | -7 | 1% | 8%
CCC(=NCc1ccco1)c1c(O)n(-c2ccccc2)c(=O)[nH]c1=O | -8% | -1% | -2% | 0% | -11% | -5% | 19% | 4% | 9 | 2% | -5%
COC(=O)c1nc(-c2ccc3c(n2)C(=O)C(N)=C(OC)C3=O)c(N)c(-c2ccc(OC)c(OC)c2O)c1C | x | u | 11% | 0% | 2% | -13% | -13% | -35%[inhibitor] | u | 4% | -33%[inhibitor]
C/C(=N\N1CCCCCC1)c1c(O)n(-c2ccccc2C)c(=O)[nH]c1=O | -14% | x | -2% | -2% | -1% | -4% | 22% | 0% | -5 | -3% | -1%
COC(=O)C1=C(c2ccc(Cl)c(C(F)(F)F)c2)C[C@@H]2CC[C@H]1N2C(=O)NCC1CC1 | -20% | x | -11% | 3% | x | -3% | x | -1% | -13 | x | 1%
C[C@H]1C(=O)O[C@@H]2CCN3CC=C(COC(=O)[C@](C)(O)[C@]1(C)O)[C@H]23 | 0% | 3% | -2% | -1% | x | -9% | 5% | -7% | -14 | -8% | 1%
C=CCn1c(O)c(/C(C)=N/N2CCN(C)CC2)c(=O)[nH]c1=O | 2% | x | 0% | -1% | 0% | -1% | -13% | -1% | 3 | 3% | -4%
CCN1CCN(c2ccc([N+](=O)[O-])cc2C#N)CC1 | 0% | -1% | 1% | 2% | 0% | 0% | -1% | 1% | 7 | -8% | -1%
COc1ccc(P2(=O)Nc3ccccc3N2)cc1 | 23% | -3% | u | 7.6µM* | -13% | 17% | -41% | -4% | 8 | 9% | -3%
S=C=Nc1ccccn1 | 11% | 22% | -3% | -16% | 0% | 3% | 5µM* | 16% | -1 | u | 5%
